Bioassay records from PubChem BioAssay.
CYP2C19 act – activators of human cytochrome P450 2C19 | recombinant CYP2C19, luciferin-H EGE luminescence; active compounds read high; 0 = fully inhibited enzyme, 1 = untreated enzyme | 96,000 tested, under 10 active | AID 1025 | P33261 | activation factor at 5 µM;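 active = activation factor of at least 2 at 5 µM in the primary screen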;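 also: 0 = wells with 2.5 mM tranylcypromine and 1 = vehicle-only wells; values of inactives mirror those of a sister screen read the other way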
CYP2C19 inhib – blocks human cytochrome P450 2C19. CYP2C19 Supersomes, luciferin-H EGE luminescence, 30 min. inhibition, % at 5 µM. 21% of 96,000 active. P33261;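 active = CYP2C19 inhibition above a set limit at 5 µM in the primary screen, cut at about 50% in these data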;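 also: plate controls were negative control wells for no effect and 2.5 mM tranylcypromine positive control for full effect; values of inactives mirror those of a sister screen read the other way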
CYP2C9 inh – blocks human cytochrome P450 2C9; CYP2C9 Supersomes, luciferin-H conversion, luminescence; inhibition, % at 5 µM; 20% of 96,000 active;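 active = blocking of liver enzyme CYP2C9 beyond about 50% at 5 µM, limit read from the data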; also: values of inactives mirror those of a sister screen read the other way
Pyk2 oligo antag – blocks oligomerization of human Pyk2 in cells. Q14289. Q293 cells, Pyk2 FERM NanoBiT luminescence; active compounds read low. z-score (the deposit names both 25 µM and 10 µM). 0.83% of 99,000 active. AID 1347419;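 active = Z-score of -3 or lower, scaled per plate to the spread of control and sample wells; inactive = z-score above -3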;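 also: negative z-score means lost luminescence so less FERM oligomerization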
Target sequence (Q14289 whole entry, looked up): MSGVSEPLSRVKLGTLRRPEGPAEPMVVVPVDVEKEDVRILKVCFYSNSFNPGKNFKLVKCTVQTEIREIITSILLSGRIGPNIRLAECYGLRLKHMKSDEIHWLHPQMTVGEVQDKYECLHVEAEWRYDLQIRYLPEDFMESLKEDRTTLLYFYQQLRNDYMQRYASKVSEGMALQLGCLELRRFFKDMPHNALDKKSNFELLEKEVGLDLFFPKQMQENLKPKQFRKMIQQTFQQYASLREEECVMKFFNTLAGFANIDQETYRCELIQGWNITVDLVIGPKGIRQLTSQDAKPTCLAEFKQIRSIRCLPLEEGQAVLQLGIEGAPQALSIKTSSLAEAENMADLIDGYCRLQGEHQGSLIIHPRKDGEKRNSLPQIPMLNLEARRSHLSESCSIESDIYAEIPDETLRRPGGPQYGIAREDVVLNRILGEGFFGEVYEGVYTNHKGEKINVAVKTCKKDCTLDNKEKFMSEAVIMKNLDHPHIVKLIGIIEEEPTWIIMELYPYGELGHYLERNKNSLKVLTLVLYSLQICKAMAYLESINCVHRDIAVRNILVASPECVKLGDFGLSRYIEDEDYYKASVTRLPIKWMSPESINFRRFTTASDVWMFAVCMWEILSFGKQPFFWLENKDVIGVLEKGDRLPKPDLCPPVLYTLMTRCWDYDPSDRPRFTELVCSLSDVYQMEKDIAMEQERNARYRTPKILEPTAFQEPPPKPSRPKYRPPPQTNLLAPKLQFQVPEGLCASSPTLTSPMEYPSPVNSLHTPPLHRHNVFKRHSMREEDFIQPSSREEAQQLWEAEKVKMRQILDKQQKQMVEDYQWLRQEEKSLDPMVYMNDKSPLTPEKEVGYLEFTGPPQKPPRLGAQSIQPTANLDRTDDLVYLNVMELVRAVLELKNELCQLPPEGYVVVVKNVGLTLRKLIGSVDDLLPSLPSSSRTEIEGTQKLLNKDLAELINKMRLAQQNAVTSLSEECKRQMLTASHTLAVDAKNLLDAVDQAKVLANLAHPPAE
PLAP act – activates human placental alkaline phosphatase; P05187; purified PLAP enzyme, luminescent substrate read-out; active compounds read high; activation fold at 20 µM; 1.2% of 96,000 active; AID 696; in the data active = activation fold above about 2
Mac1 fbg enh – increases human CD11b/CD18 adhesion to fibrinogen. P05107+P11215. K562 CD11b/CD18 adhesion to fibrinogen, ATPlite luminescence. activation, % at 10 µM. 0.07% of 93,000 active;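 active = 10 µM primary screen giving 50% or more activity, confirmed by 40% or more on retest at that dose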; also: strong numbers were not always called active; reference of the scale not given here
CYP2C9 act – CYP2C9 (human) activation; P11712; recombinant CYP2C9, luciferin-H conversion, luminescence; active compounds read high; factor 1 = untreated enzyme, 0 = blocked; activation factor at 5 µM; 1.4% of 96,000 active;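 active = activation factor of 2 or more for CYP2C9 at a 5 µM dose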;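 also: 0 = sulfaphenazole-blocked wells and 1 = vehicle-only wells; values of inactives mirror those of a sister screen read the other way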
MT1-MMP txn act – activates MT1-MMP transcription; HT1080 MT1-MMP promoter luciferase reporter, luminescence, overnight; active compounds read high; activation factor at 10 µM; 0.16% of 86,000 active; AID 750;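 active = activation factor of at least 2 for MT1-MMP transcription at 10 µM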
Mac1 fbg inh – inhibitors of human CD11b/CD18 binding to fibrinogen | P05107+P11215 | 0.54% of 93,000 active | K562 CD11b/CD18 adhesion to fibrinogen, ATPlite luminescence; Mn2+ added to activate the integrin | inhibition, % at 10 µM;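 active = primary inhibition of 50% or more at 10 µM, then 40% or more on retest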; also: some results filed as inactive read as strong as hits
The depositor's hits bear a star.

`c1csc(CNc2nc3ccccc3n2CCN2CCOCC2)c1` gave CYP2C19 act 0.6, CYP2C19 inhib 43, CYP2C9 inh 51*, Pyk2 oligo antag -0.33, PLAP act 1, Mac1 fbg enh 2, CYP2C9 act 0.5 and Mac1 fbg inh -32.
Screening C1CSC2(N1)C1CC3CC2CC(C1)C31NCCS1 (centres undefined) returned CYP2C19 act 0.8, CYP2C19 inhib 16, CYP2C9 inh 5, Pyk2 oligo antag 1.7, PLAP act 0.9, CYP2C9 act 0.9 and MT1-MMP txn act 1.2.
For O/N=C(\COc1ccccc1O)c1ccccc1 the results were CYP2C19 act 0.1, CYP2C19 inhib 93*, CYP2C9 inh 37, Pyk2 oligo antag 0.33, PLAP act 0.9, Mac1 fbg enh 0, CYP2C9 act 0.6, MT1-MMP txn act 1.1 and Mac1 fbg inh 9.
`Cc1cccc(-n2c(N)c(C(=O)NCCN3CCOCC3)c3nc4ccccc4nc32)c1` gave CYP2C19 act 1, CYP2C19 inhib 2, CYP2C9 inh -1, PLAP act 1.7, Mac1 fbg enh 3, CYP2C9 act 1, MT1-MMP txn act 1 and Mac1 fbg inh 20.
`O=C(O)COc1ccc(Oc2ccccc2)cc1` gave CYP2C19 act 1.1, CYP2C19 inhib -8, CYP2C9 inh 16, Pyk2 oligo antag 1.6, PLAP act 1.1, Mac1 fbg enh 3, CYP2C9 act 0.8, MT1-MMP txn act 1.1 and Mac1 fbg inh 2.
Screening CC(=O)N1SC(N)=NC1c1ccccc1 (centres undefined) returned CYP2C19 act 1.1, CYP2C19 inhib -6, CYP2C9 inh 1, Pyk2 oligo antag 1.3, PLAP act 0.9, Mac1 fbg enh -2, CYP2C9 act 1, MT1-MMP txn act 1 and Mac1 fbg inh -9.
For COc1cc(OC)nc(NC(=O)C(C)C)n1 the results were CYP2C19 act 1, CYP2C19 inhib 0, CYP2C9 inh -3, PLAP act 1, Mac1 fbg enh -4, CYP2C9 act 1, MT1-MMP txn act 1.1 and Mac1 fbg inh 2.
Screening Clc1ccc2nc(N3CCCCC3)[nH]c2c1 returned CYP2C19 act 0.6, CYP2C19 inhib 36, CYP2C9 inh 16, Pyk2 oligo antag -0.15, PLAP act 0.9, Mac1 fbg enh -1, CYP2C9 act 0.8, MT1-MMP txn act 0.8 and Mac1 fbg inh -22.
Screening COc1cccc(-c2csc(N3CCN(CC(=O)NNC(=O)c4ccc(Br)cc4)CC3)n2)c1 returned CYP2C19 act 0.9, CYP2C19 inhib 5, CYP2C9 inh 1, Pyk2 oligo antag 0.53, PLAP act 1, Mac1 fbg enh 2, CYP2C9 act 1 and Mac1 fbg inh -40.
CC(Sc1nc2ccccc2c(=O)[nH]1)C(=O)O (centres undefined) was read as CYP2C19 act 1, CYP2C19 inhib 2, CYP2C9 inh -2, Pyk2 oligo antag 1.3, PLAP act 1, Mac1 fbg enh -4, CYP2C9 act 1, MT1-MMP txn act 1.3 and Mac1 fbg inh -4.
`CCN1CCN(C(=S)Nc2ccccc2Cl)CC1` gave CYP2C19 act 0.7, CYP2C19 inhib 33, CYP2C9 inh 0, Pyk2 oligo antag 1.2, PLAP act 1, Mac1 fbg enh -3, CYP2C9 act 1, MT1-MMP txn act 1.2 and Mac1 fbg inh -1.
`CCOc1ccc2nc(NC(=O)C3CCCN(S(=O)(=O)c4cccc5nonc45)C3)sc2c1` (centres undefined) gave CYP2C19 act 0.8, CYP2C19 inhib 24, CYP2C9 inh 10, Pyk2 oligo antag 0.09, PLAP act 0.9, Mac1 fbg enh -3, CYP2C9 act 0.9, MT1-MMP txn act 1.1 and Mac1 fbg inh -11.
Screening O=C(NCc1cccc(F)c1)c1noc2c1CCCC2 returned CYP2C19 act 1, CYP2C19 inhib -2, CYP2C9 inh 8, PLAP act 1.1, Mac1 fbg enh 5, CYP2C9 act 0.9, MT1-MMP txn act 1.3 and Mac1 fbg inh 23.
`CCOC(=O)c1c(N)ssc1=S` gave CYP2C19 act 0.7, CYP2C19 inhib 26, CYP2C9 inh 66*, Pyk2 oligo antag 0.21, PLAP act 1.4, Mac1 fbg enh 2, CYP2C9 act 0.3, MT1-MMP txn act 1 and Mac1 fbg inh -4.
O=C(NCc1ccc2c(c1)OCO2)C1CC(c2ccc(Cl)cc2)=NO1 (centres undefined) was read as CYP2C19 act 0.7, CYP2C19 inhib 26, CYP2C9 inh 0, Pyk2 oligo antag 1.1, PLAP act 0.9, Mac1 fbg enh -6, CYP2C9 act 1, MT1-MMP txn act 1 and Mac1 fbg inh 16.
Screening Cc1nc2c(C)cccc2cc1C(=O)N/N=C/c1ccc(N(C)C)cc1 returned CYP2C19 act 0.6, CYP2C19 inhib 37, CYP2C9 inh 36, Pyk2 oligo antag 1.8, PLAP act 1.6, Mac1 fbg enh -5, CYP2C9 act 0.6 and Mac1 fbg inh 20.
Screening CCCC(=O)N1CCN(c2ccc(NC(=S)NC(=O)CC)cc2)CC1 returned CYP2C19 act 0.5, CYP2C19 inhib 51*, CYP2C9 inh 36, Pyk2 oligo antag 0.59, PLAP act 1 and CYP2C9 act 0.6.
Screening Cc1cccn2cc(CNC(=O)c3ccco3)nc12 returned CYP2C19 act 0.9, CYP2C19 inhib 15, CYP2C9 inh 29, Pyk2 oligo antag 0.82, PLAP act 1, Mac1 fbg enh 3, CYP2C9 act 0.7, MT1-MMP txn act 1.2 and Mac1 fbg inh 6.
For CCNc1nc(Oc2ccc(=O)[nH]n2)nc(N2CCOCC2)n1 the results were CYP2C19 act 0.8, CYP2C19 inhib 20, CYP2C9 inh 46, Pyk2 oligo antag 0.53, PLAP act 1.1, Mac1 fbg enh -1, CYP2C9 act 0.5, MT1-MMP txn act 1.1 and Mac1 fbg inh -6.
Screening Nc1nc(Nc2ccccc2Br)nc(C(F)(F)F)n1 returned CYP2C19 act 0.5, CYP2C19 inhib 46, CYP2C9 inh 54*, PLAP act 0.9, Mac1 fbg enh 3, CYP2C9 act 0.5, MT1-MMP txn act 1.3 and Mac1 fbg inh -14.
Screening CCOC(=O)c1ccc(NC(=O)CC2NCCNC2=O)cc1 (centres undefined) returned CYP2C19 act 0.8, CYP2C19 inhib 20, CYP2C9 inh -3, Pyk2 oligo antag -0.23, PLAP act 1, Mac1 fbg enh 1, CYP2C9 act 1, MT1-MMP txn act 1.2 and Mac1 fbg inh -3.
For CNC(=O)NC(=O)CSc1ccc(NC(C)=O)cc1 the results were CYP2C19 act 1, CYP2C19 inhib 2, CYP2C9 inh 0, Pyk2 oligo antag 0.67, PLAP act 0.9, Mac1 fbg enh 1, CYP2C9 act 1, MT1-MMP txn act 1 and Mac1 fbg inh -10.
For O=C(CCC(=O)NC1CC1)Nc1nnc(C2CCCCC2)s1 the results were CYP2C19 act 1.1, CYP2C19 inhib -9, CYP2C9 inh -25, Pyk2 oligo antag 0.44, PLAP act 0.9, Mac1 fbg enh -2, CYP2C9 act 1.3, MT1-MMP txn act 1.4 and Mac1 fbg inh 2.
For CCOC(=O)CCCc1sc(N)nc1-c1[nH]c(=O)[nH]c1C the results were CYP2C19 act 1.2, CYP2C19 inhib -17, CYP2C9 inh -4, Pyk2 oligo antag -0.3, PLAP act 1.7, Mac1 fbg enh -2, CYP2C9 act 1, MT1-MMP txn act 1 and Mac1 fbg inh 7.
Screening C=CCOc1c(Br)cc(CNn2nnnc2N)cc1OC returned CYP2C19 act 0.3, CYP2C19 inhib 70*, CYP2C9 inh 32, Pyk2 oligo antag 0.35, PLAP act 0.9, Mac1 fbg enh 0, CYP2C9 act 0.7, MT1-MMP txn act 1.1 and Mac1 fbg inh -2.
Screening CCCCNC(=O)Nc1c(C(=O)OC)[nH]c2ccc(C)cc12 returned CYP2C19 act 0.7, CYP2C19 inhib 31, CYP2C9 inh 17, Pyk2 oligo antag 0.31, PLAP act 0.8, Mac1 fbg enh -2, CYP2C9 act 0.8, MT1-MMP txn act 1.2 and Mac1 fbg inh 8.
Screening CCOC(=O)CC1C(C(=O)OCC)ON2OC(C(=O)OC)C(C(=O)OCC)C12 (centres undefined) returned CYP2C19 act 1, CYP2C19 inhib -1, CYP2C9 inh -4, Pyk2 oligo antag 0.46, PLAP act 0.9, Mac1 fbg enh -3, CYP2C9 act 1, MT1-MMP txn act 1.1 and Mac1 fbg inh -3.
`Cc1ccc(N=Cc2cc(C)n(C3CCCC3)c2C)cc1` gave CYP2C19 act 0.9, CYP2C19 inhib 6, CYP2C9 inh 1, Pyk2 oligo antag 0.91, PLAP act 1.2, CYP2C9 act 1 and MT1-MMP txn act 1.2.
Screening COc1ccc(NC(=O)Cn2nnc(-c3ccc(CN4CCOCC4)cc3)n2)c(OC)c1 returned CYP2C19 act 0.9, CYP2C19 inhib 11, CYP2C9 inh 38, Pyk2 oligo antag 0.66, PLAP act 1.6, Mac1 fbg enh -2, CYP2C9 act 0.6, MT1-MMP txn act 1.2 and Mac1 fbg inh -3.
`N#Cc1c(NC(=O)CSc2ncnc3sccc23)oc(-c2ccco2)c1-c1ccco1` gave CYP2C19 act 0.7, CYP2C19 inhib 26, CYP2C9 inh 84*, Pyk2 oligo antag 0.12, PLAP act 1.5, Mac1 fbg enh 48, CYP2C9 act 0.2, MT1-MMP txn act 1.1 and Mac1 fbg inh 30.
`N#CCCSc1ncnc2c1oc1ccccc12` gave CYP2C19 act 0.9, CYP2C19 inhib 10, CYP2C9 inh 17, Pyk2 oligo antag 0.8, PLAP act 0.8, Mac1 fbg enh 1, CYP2C9 act 0.8, MT1-MMP txn act 1.2 and Mac1 fbg inh 1.
Screening CNS(=O)(=O)c1cccc(C(=O)Nc2cccnc2)c1 returned CYP2C19 act 1, CYP2C19 inhib 0, CYP2C9 inh 17, Pyk2 oligo antag 0.62, PLAP act 0.8, Mac1 fbg enh -3, CYP2C9 act 0.8 and Mac1 fbg inh 5.
CCCCCC(=O)Nc1ccc(Cl)cn1 was read as CYP2C19 act 0.8, CYP2C19 inhib 24, CYP2C9 inh 2, Pyk2 oligo antag 0.57, PLAP act 1.3, CYP2C9 act 1 and MT1-MMP txn act 1.4.
Screening COc1cccc(CN2CC(O)=C(c3nc(-c4ccc(Cl)cc4)cs3)C2=N)c1 returned CYP2C19 act 0.9, CYP2C19 inhib 15, CYP2C9 inh 23, Pyk2 oligo antag -1.2, PLAP act 1, Mac1 fbg enh 6, CYP2C9 act 0.8 and Mac1 fbg inh -1.
Cc1oc(-c2ccc(Cl)cc2)nc1CN1CCCC(C(=O)N2CCN(C(=O)c3ccco3)CC2)C1 (centres undefined) was read as CYP2C19 act 0.4, CYP2C19 inhib 55*, CYP2C9 inh 52*, PLAP act 1.5, Mac1 fbg enh -5, CYP2C9 act 0.5, MT1-MMP txn act 1 and Mac1 fbg inh 64*.
For Cc1ccc(NC(=O)CCSc2nnnn2-c2ccc3c(c2)OCO3)cc1C the results were CYP2C19 act 0.3, CYP2C19 inhib 74*, CYP2C9 inh 49, Pyk2 oligo antag 1.5, PLAP act 1.2, Mac1 fbg enh 4, CYP2C9 act 0.5, MT1-MMP txn act 1 and Mac1 fbg inh 12.
O=C(Oc1ccc(-c2cnc3ccccc3n2)cc1)c1cccc([N+](=O)[O-])c1 was read as CYP2C19 act 0.3, CYP2C19 inhib 67*, CYP2C9 inh 15, Pyk2 oligo antag 1.2, PLAP act 1, Mac1 fbg enh 0, CYP2C9 act 0.9 and Mac1 fbg inh -25.

Structural class, those above with fluorine.
Screening O=C(NCc1cccc(F)c1)c1noc2c1CCCC2 returned CYP2C19 act 1, CYP2C19 inhib -2, CYP2C9 inh 8, PLAP act 1.1, Mac1 fbg enh 5, CYP2C9 act 0.9, MT1-MMP txn act 1.3 and Mac1 fbg inh 23.
Screening Nc1nc(Nc2ccccc2Br)nc(C(F)(F)F)n1 returned CYP2C19 act 0.5, CYP2C19 inhib 46, CYP2C9 inh 54*, PLAP act 0.9, Mac1 fbg enh 3, CYP2C9 act 0.5, MT1-MMP txn act 1.3 and Mac1 fbg inh -14.
